Bioassay records (PubChem BioAssay)
NPY Y1 blocker – NPY-Y1 receptor antagonists, primary screen, cell-based | HEK293-CNG Y1 cells, membrane potential fluorescence; NPY at EC95, then isoproterenol | inhibition, % at 3.6 µM | actives 1% (n = 200,000);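 active means inhibition above the campaign mean inhibition of all tested compounds plus 3 SD, cut at about 20% in these data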;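 further: 0% = DMSO wells given NPY plus isoproterenol and 100% = isoproterenol alone without NPY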
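System: HEK293 cells with Y1 receptor plus CNG channel / Probe or stimulus: NPY 25 nM then isoproterenol 1 µM plus Ro 20-1724 25 µM / Compound: one concentration, 3.6 µM, in 0.4% DMSO / Schedule: compound incubation 1 h at room temperature, readout 45 min post-stimulation / Measured by: membrane potential fluorescence / Read-out: % inhibition of NPY effect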
S1P4 antag – S1P4 receptor antagonists, primary screen, cell-based | Sphingosine 1-phosphate receptor 4 (Homo sapiens), O95977 | S1P4-expressing cells, antagonist mode, reporter read-out | inhibition, % at 4.98 µM | actives 0.26% (n = 220,000) | AID 1510, 2009; in the data active means inhibition above about 29%;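 further: 0% = wells stimulated with agonist and 100% = vehicle wells without agonist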
zfTRPN1 agonist – zebrafish TRPN1 channel agonists, primary screen, cell-based, HEK293, calcium fluorescence | actives 0.18% (n = 220,000) | transient receptor potential cation channel N1 (TRPN1/NompC), Danio rerio | HEK293 zebrafish TRPN1-YFP, Fluo-8 calcium fluorescence; 100% = response to 87 µM carbachol | activation, % at 3 µM;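 active means activation above its plate's cutoff, the mean activation of test wells on that plate plus 3 SD, cut at about 19% in these data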;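 further: 0% = DMSO alone and 100% = 87 µM carbachol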
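Material: zebrafish TRPN1-YFP in HEK293 cells. Doses: one dose of 3 µM, 0.3% DMSO. Incubation: dye 1 h 37 °C plus 30 min RT. Measured by: intracellular calcium fluorescence with Fluo-8.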
TRPML3 ag – human TRPML3 channel agonists, primary screen, cell-based, HEK293 TRPML3-YFP, Fluo-8 calcium fluorescence, 3 µM | Mucolipin-3 (Homo sapiens), Q8TDD5 | 100% = the carbachol control signal | activation, % at 3 µM | actives 0.29% (n = 220,000) | AID 1448, 2008;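 active means activation above its plate's cutoff, the mean activation of the plate's test wells plus 3 SD, cut at about 12% in these data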;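 further: 0% = DMSO only wells and 100% = carbachol wells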
Target sequence (Q8TDD5 whole entry, looked up): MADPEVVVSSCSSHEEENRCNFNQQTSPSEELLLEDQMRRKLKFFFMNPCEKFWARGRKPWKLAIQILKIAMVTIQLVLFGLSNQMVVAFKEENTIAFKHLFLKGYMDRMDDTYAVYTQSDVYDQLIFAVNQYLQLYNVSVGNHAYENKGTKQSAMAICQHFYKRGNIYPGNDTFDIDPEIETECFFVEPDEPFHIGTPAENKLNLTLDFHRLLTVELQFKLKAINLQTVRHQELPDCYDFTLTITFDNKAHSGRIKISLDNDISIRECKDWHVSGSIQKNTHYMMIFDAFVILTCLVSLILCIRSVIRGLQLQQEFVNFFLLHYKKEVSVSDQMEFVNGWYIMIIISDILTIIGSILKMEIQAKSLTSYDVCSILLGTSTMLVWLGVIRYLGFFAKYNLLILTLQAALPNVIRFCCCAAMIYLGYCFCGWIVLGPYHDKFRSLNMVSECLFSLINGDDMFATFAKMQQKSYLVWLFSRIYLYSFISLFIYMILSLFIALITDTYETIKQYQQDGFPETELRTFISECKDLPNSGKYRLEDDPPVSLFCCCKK
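Material: TRPML3-YFP stable HEK293 cells | Dosing: One concentration, 3 µM nominal, 0.3% DMSO | Timing: 125 s total fluorescence read per well | Technique: Fluo-8 calcium dye fluorescence, ex 470-495, em 515-575 nm | Measure: Percent activation from peak-to-basal fluorescence ratio, scaled between DMSO and carbachol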
NPY2 pot ag – NPY-Y2 potentiators or agonists, primary screen, cell-based | cells expressing NPY-Y2, potentiator/agonist read-out | activation, % at 3.6 µM | actives 0.45% (n = 220,000); in the data active means activation above about 27%;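 further: cells stimulated with NPY near EC25 plus isoproterenol at EC100; 0% = vehicle plus submaximal agonist and 100% = vehicle plus saturating agonist; some results beyond the cut were filed as inactive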
Target sequence (P49146 whole entry, looked up): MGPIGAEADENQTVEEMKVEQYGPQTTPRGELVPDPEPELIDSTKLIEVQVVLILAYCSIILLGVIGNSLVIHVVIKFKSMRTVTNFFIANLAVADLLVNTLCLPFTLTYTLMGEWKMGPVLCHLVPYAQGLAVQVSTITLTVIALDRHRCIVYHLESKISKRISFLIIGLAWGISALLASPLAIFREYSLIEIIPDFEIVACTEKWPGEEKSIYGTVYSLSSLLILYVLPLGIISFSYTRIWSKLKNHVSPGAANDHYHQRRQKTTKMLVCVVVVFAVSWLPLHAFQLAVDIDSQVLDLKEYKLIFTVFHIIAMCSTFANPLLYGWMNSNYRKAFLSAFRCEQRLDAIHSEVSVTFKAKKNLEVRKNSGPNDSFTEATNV
EP2 modulator – EP2 receptor modulators, cAMP readout, primary screen, cell-based, HTRF cAMP, PGE2 stimulation. induction, % at 25 µM. Prostaglandin E2 receptor EP2 subtype (Homo sapiens), P43116. EP2-expressing cells, cAMP HTRF FRET, PGE2 co-stimulation. AID 940, 2007. actives 0.83% (n = 260,000);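 active means compounds whose cAMP rise, as percent of the full-agonist control response, exceeds 60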;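 further: rat C6 glioma line stably carrying human EP2 under a CMV promoter; the protocol text gives 20 µM as final concentration; 100% = response of wells given 1 µM PGE2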
S1P4 agonist – S1P4 receptor agonists, primary screen, cell-based. actives 0.35% (n = 220,000). S1P4-expressing cell line, agonist reporter assay. activation, % at 4.98 µM. AID 1509, 2009. Sphingosine 1-phosphate receptor 4 (Homo sapiens), O95977; in the data active means activation above about 11%;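 further: 0% = DMSO vehicle and 100% = reference agonist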
NPY1 pot ag – NPY-Y1 receptor potentiators or agonists, primary screen, cell-based | Neuropeptide Y receptor type 1 (Homo sapiens), P25929 | NPY-Y1 expressing cells, potentiator/agonist activation | activation, % at 3.6 µM | actives 0.37% (n = 220,000) | AID 1304, 2008; in the data active means activation above about 33%, passing the limit was not always enough;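 further: cells stimulated with NPY at EC10 then isoproterenol at EC100; 0% = low agonist plus stimulus and 100% = saturating agonist plus stimulus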
CHOP inh – inhibitors of CHOP promoter induction, primary screen, cell-based, unfolded protein response, luciferase reporter; CHO-K1 CHOP-promoter luciferase, tunicamycin-induced, 15-18 h; inhibition, % at 10 µM; actives 3.8% (n = 220,000);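 active means compounds that reduced the stress-induced luciferase reporter signal by more than about 70% of percent inhibition, limit read from the data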;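 further: 0% = tunicamycin plus vehicle and 100% = wells without tunicamycin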
An asterisk follows results filed as active; / = not tested or not shown.

SMILES	NPY Y1 blocker	S1P4 antag	zfTRPN1 agonist	TRPML3 ag	NPY2 pot ag	EP2 modulator	S1P4 agonist	NPY1 pot ag	CHOP inh
Cc1ccc2nc(-c3ccccc3)c(CC(=O)O)c(C(=O)O)c2c1	-2	-3	1.4	1.7	3	14	2.3	14	11
O=C(/C=C\c1ccc(-c2cccc([N+](=O)[O-])c2)o1)N1CCOCC1	1	-9	0.5	1.1	-6	-14	2.1	4	-26
COc1cc(C2=NOC(C(=O)NCc3ccco3)C2)cc(OC)c1OC (stereo not given)	0	1	0.4	1.0	-8	12	-3.7	12	/
Nc1[nH]nc2c1NN(c1ccc(Cl)cc1Cl)N2	-4	-5	-0.9	0.7	32*	-55	0.3	37	32
Nc1[nH][nH]c(=O)c1N=Nc1ccc2c(c1)OCO2	3	-1	-1.8	0.4	-13	0	1.0	-4	-12
CCn1cc(C(=O)OCC(=O)Nc2ccc(S(=O)(=O)N3CCCC3)cc2)c(=O)c2ccc(C)nc21	-1	-5	-2.4	-1.0	1	31	-0.7	12	67
C=CCOc1ccc(/C=N/NC(=O)C(C)Sc2ccccn2)cc1OCC (stereo not given)	1	-9	-0.2	-0.7	10	-18	0.7	-12	27
O=C(c1ccccc1Cl)N1CCc2ccccc2C1	1	-21	-0.1	0.5	-7	0	0.7	-18	11
CN(c1ccccc1)S(=O)(=O)c1cc(Cl)ccc1Cl	5	-17	-2.0	49*	8	26	3.9	18	16
O=C(N/N=C/c1cccnc1)c1cccc(N2CCCC2=O)c1	/	3	0.6	0.7	0	-15	-0.1	-6	-2
Cc1ccnc(NS(=O)(=O)c2ccc(NS(C)(=O)=O)cc2)n1	/	-1	-0.9	-0.9	-8	25	1.7	19	1
O=C(C1CCC(C(=O)N2CCc3ccccc32)CC1)N1CCc2ccccc21 (stereo not given)	0	-23	-0.7	-0.8	-11	2	1.5	-5	56
Cc1nn(C)c(C)c1NC(=O)c1ccccc1NC(=O)Nc1ccccc1	/	-5	0.6	0.1	-15	-2	0.5	-14	14
O=C(NC1CCS(=O)(=O)C1)c1cccc(S(=O)(=O)N2CCCCCC2)c1 (stereo not given)	-3	3	1.1	0.5	10	-2	-1.2	12	8
OC1(c2ccccc2Cl)NN=C2CCCCCN21 (stereo not given)	-4	1	1.4	0.1	-2	-12	0.7	-3	17
O=C(NCCc1cn2ccccc2n1)c1cc(COc2ccc3ncccc3c2)on1	0	-35	8.9	5.4	22	-42	1.4	3	52
Cc1csc2nc(=O)c3ccccc3n12	-1	8	0.2	0.6	1	20	-2.6	21	-1
CCc1ccccc1NC(=O)C1CCCN(S(=O)(=O)c2c(C)noc2C)C1 (stereo not given)	0	16	1.5	0.5	13	7	-0.3	4	18
O=C(/C=C/c1ccccc1)N/C(=C/c1ccccc1)C(=O)N1CCOCC1	3	-24	1.3	0.9	16	19	-0.3	-7	1
Cc1nc2ccccc2c(=O)n1NC(=O)C1CCC(C(C)(C)C)CC1 (stereo not given)	-1	-2	-1.9	0.5	-12	10	1.3	-11	31
CC(C(=O)N1CCOCC1)N1C(=O)c2ccccc2C1=O (stereo not given)	-1	-11	-0.4	0.3	-8	2	1.3	2	2
Cc1nc(N2CCOCC2)c2cc(-c3ccccc3)sc2n1	-2	-19	-1.4	-0.5	-12	-1	0.0	-5	3
N#C/C(=C\c1ccc([N+](=O)[O-])o1)c1nc2ccccc2[nH]1	2	14	1.6	1.0	5	-11	-0.5	9	106*
C=CCNC(=O)c1cc(C(=O)C(C)c2ncc(C(F)(F)F)cc2Cl)c[nH]1 (stereo not given)	-1	-14	6.5	2.5	6	33	1.3	3	13
O=C(Nc1ccon1)c1sc2ccccc2c1Cl	3	-6	-1.2	-0.2	5	-7	-0.6	3	44
SMILES	NPY Y1 blocker	S1P4 antag	zfTRPN1 agonist	TRPML3 ag	NPY2 pot ag	EP2 modulator	S1P4 agonist	NPY1 pot ag	CHOP inh
CCc1ccc(OCC(=O)NC(=S)Nc2ccc(C)cc2C)c(Br)c1	7	-4	0.1	-0.5	-6	4	0.3	6	45
CCOc1cc2[nH]c(=S)n(Cc3ccc(C)o3)c(=O)c2cc1OCC	-4	-3	-0.5	-0.3	7	12	0.5	-8	1
Cc1ccc(NC(=O)c2ccc(-n3cncn3)c([N+](=O)[O-])c2)cc1	6	4	0.5	0.3	7	2	-1.5	11	1
CCN(CC)S(=O)(=O)c1ccc(OC)c(NC(=O)c2cc([N+](=O)[O-])ccc2Cl)c1	7	-11	0.3	-0.3	11	24	1.9	23	-75
CC(C)(C)N(Cc1cc2ccccc2[nH]c1=O)C(=O)c1ccco1	-5	0	1.0	1.4	-8	-4	-0.2	-6	13
Cn1ncn2c(=O)c3c(nc12)-c1ccccc1CC31CCCC1	/	-7	-1.4	0.3	-5	23	0.2	10	-21
COc1cccc(NC(=O)Nc2ccc(Br)cn2)c1	/	-7	0.9	1.2	-6	-15	2.0	17	-7
O=C(O)c1ccc(O)c(O)c1	/	4	1.1	0.5	11	4	1.0	6	-5
O=C(OCCCCN1C(=O)c2ccccc2C1=O)c1ccc(S(=O)(=O)N2CCCC2)cc1	12	-11	0.6	0.9	-4	17	1.2	14	45
COc1ccc(NC(=O)CCc2nc(-c3ccc(C)cc3)no2)c(OC)c1	16	-16	-1.1	-0.1	-30	-14	-0.8	-60	43
COC(=O)c1sc2ccccc2c1-n1cccc1C(=O)C(=O)Nc1ccc(F)cc1	2	8	-0.9	-0.2	-11	4	-2.3	11	-10
C=CCOc1ccc2c(CC)cc(=O)oc2c1C	5	-16	-0.5	0.4	-3	25	-1.3	-22	7
Cc1ccccc1C(=O)N/N=C1/SCC(=O)N1Cc1ccccc1	3	-17	-0.8	1.2	-14	40	1.5	-4	-3
COc1ccc(N(C)S(=O)(=O)c2cccc(C(=O)NCC3CCCCC3)c2)cc1	26*	0	-1.4	-0.1	-20	-32	1.6	-19	33
CCOC(=O)CCc1c(C)nc2cc(-c3ccc(F)cc3)[nH]n2c1=O	0	1	1.4	-0.1	9	/	-0.5	16	/
O=C(Cc1cccs1)N1CCN(C(=O)C2CCCO2)CC1 (stereo not given)	-2	-3	0.0	0.1	3	3	0.7	-4	0
c1ccc(CCNc2ncnc3ccccc23)cc1	17	-20	11	6.4	-3	-56	4.5	-39	61
Cc1ccc(C(C(=O)NC2CCCC2)N(Cc2ccc3c(c2)OCO3)C(=O)c2snc(C(N)=O)c2N)cc1 (stereo not given)	/	-10	-1.0	-1.2	6	10	0.2	-7	7
CC(C)C(c1nnnn1Cc1ccccc1)N(Cc1ccco1)Cc1cccs1 (stereo not given)	-1	-4	1.2	1.2	6	40	-0.8	5	31
O=C(c1ccccc1)c1cn[nH]c1-c1ccccc1O	-5	0	1.9	0.2	-5	-11	-2.0	-5	0
Cc1[nH]nc2c1C(c1cc(Br)cs1)C(C#N)=C(N)O2 (stereo not given)	3	19	1.8	-0.4	12	-30	-0.5	-2	11
COc1ccccc1NC(=O)C/C(C)=N/NC(=O)C12CC3CC(CC(C3)C1)C2	1	5	-0.8	-0.1	-18	27	-1.2	12	1
O=C(Nc1ccc(F)cc1F)c1ccc(COc2c(F)c(F)cc(F)c2F)o1	11	-23	0.9	0.2	-27	15	-0.7	-40	43
O=C(NC(=S)NCCN1CCOCC1)c1ccc(Cl)cc1	-2	-6	0.3	-0.1	-10	-30	-1.0	-6	18
COc1cc(OC)cc(C(=O)NCCn2ccc3ccccc32)c1	-1	-30	-0.3	-0.3	1	-6	0.9	-6	1
SMILES	NPY Y1 blocker	S1P4 antag	zfTRPN1 agonist	TRPML3 ag	NPY2 pot ag	EP2 modulator	S1P4 agonist	NPY1 pot ag	CHOP inh
CCCNc1nc2c(c(=O)[nH]c(=O)n2C)n1Cc1cccc(Br)c1	-3	-18	2.6	0.5	13	26	-0.4	16	17
COc1cc(-c2ccccc2)nc(N)n1	0	-13	-0.8	-0.3	-7	-7	-1.8	22	-21
CC(C)(C)c1ccc(OCCNC(=O)Cc2ccc(F)cc2)cc1	-2	3	-0.7	0.3	2	13	-0.8	7	31
COc1ccc(CNC(=O)/C=C/c2ccc(OCCCF)cc2)cc1	5	-4	0.3	0.0	-17	-27	2.5	17	-22
Nc1nc(Cn2nnc(-c3ccccc3F)n2)nc(N2CCOCC2)n1	0	-28	0.6	0.8	-2	-9	0.6	4	18
Cc1cc(C(=O)CSc2n[nH]c(N)n2)c(C)n1-c1ccccc1	2	-14	-0.2	0.5	-10	5	1.0	7	1
CCOC(=O)C1(CC2CCCCO2)CCN(Cc2cn[nH]c2-c2cccc(F)c2)CC1 (stereo not given)	7	4	-1.8	0.1	-6	-9	5.1	-17	22
COc1ccc(CCNC(=O)CN2CCN(Cc3ccc(F)cc3)C2=O)cc1OC	6	-15	0.7	0.3	11	-8	3.0	10	3
c1ccc(COc2ccccc2CNC2CCCC2)cc1	32*	-13	-2.1	0.6	0	49	-0.1	-14	0
C/C(CC(=O)NC1CCCCCC1)=N\NC(=O)c1cnccn1	-2	-13	0.3	0.4	-3	14	0.1	-10	-9
Cc1ccc2[nH]c3c(Cl)ncnc3c2c1	/	21	-1.6	0.5	30	-30	-2.6	14	-17
CC(=O)Nc1ccc(SCC(=O)Nc2ccc(Cl)cn2)cc1	0	3	0.6	1.4	-4	23	-0.5	-2	-4
c1ccc(-c2ccccc2OCCOCCN2CCCCC2)cc1	6	4	-0.2	1.2	-15	-11	-4.9	-34	-15
O=C(CSc1ccc(-c2ccc(Cl)cc2)nn1)Nc1ccc2c(c1)OCCO2	-3	-11	-0.1	0.2	7	-9	5.5	5	-7
CCCCn1c(NC(=O)c2ccc(Br)o2)c(S(=O)(=O)c2ccccc2)c2nc3ccccc3nc21	-5	-1	0.1	0.5	-7	24	3.6	-19	59
FC(F)(F)c1cc(Oc2ccccc2Cl)nc(-c2ccccn2)n1	4	-8	-1.3	-0.9	13	30	-1.6	20	23
CCOc1ccc(C2CC(=O)NC3=C2C(=O)CCC3)cc1 (stereo not given)	4	-2	1.5	0.5	-13	17	-0.4	12	44
O=C(O)c1cncc(C#CCC2CCCCC2)c1	/	-20	2.6	-0.3	-15	2	1.4	4	-9
